human PMI inhibition: MPI enzyme activity inhibition – biochemical, fluorescence intensity, coupled assay, primary screen (AID 1209); actives 0.42% (n = 190,000); purified PMI enzyme, coupled fluorescence intensity; higher % means a stronger effect; inhibition, % at 20 µM; hits with a dose series show IC50 in µM;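 note: plate controls were DMSO vehicle for no effect and wells lacking substrate for full effect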
Siah-1 displacement: Siah-1 peptide-binding antagonists, primary screen, biochemical, fluorescence polarization, rhodamine-plectin, uHTS (AID 1817). displacement, % at 20 µM, or IC50 in µM where a hit was titrated. actives 0.02% (n = 290,000). Siah-1 / rhodamine-plectin peptide fluorescence polarization; higher % means a stronger effect;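 active = displacement of at least 50% at 20 µM, with a fluorescence ratio check between 0.3 and a set limit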;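 note: plate controls were Siah plus tracer with DMSO for no effect and tracer alone without Siah for full effect; strong numbers were not always called active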
XIAP antagonists: small molecules displacing peptide from XIAP – biochemical, IAP family, fluorescence polarization (AID 1018); XIAP BIR domain, fluorescence polarization peptide displacement; higher % means a stronger effect; actives 0.007% (n = 200,000); one-dose displacement, % at 20 µM; IC50 in µM for titrated hits; in the data active = displacement above about 50%; note: a part of the inactive calls stands beside numbers as strong as those of hits
PMI inhibition: human PMI inhibitors, high substrate, primary screen, biochemical, fluorescence intensity, high mannose 6-phosphate (AID 1220); recombinant PMI enzyme, coupled fluorescence intensity; higher % means a stronger effect; inhibition, % at 20 µM; hits with a dose series show IC50 in µM; actives 0.66% (n = 190,000)
AID2073: disruptors of CaV2.2 binding to Mint1 – biochemical, HTRF (AID 2073); HTRF protein-protein interaction, Mint1-CaV2.2; higher % means a stronger effect; inhibition, % at 20 µM, or IC50 in µM where a hit was titrated; actives 0.19% (n = 290,000); in the data active = inhibition mostly above about 51%, no sharp cut-off; inconclusive = no clear call, values can overlap the other calls; inactive = mostly below about 53%; note: some results filed as inactive read as strong as hits
LYP inhibition: inhibitors of LYP phosphatase, biochemical, fluorescence intensity, uHTS (AID 1779) | recombinant LYP phosphatase, fluorescence intensity; higher % means a stronger effect | inhibition, % at 11.5 µM, or IC50 in µM where a hit was titrated | actives 0.054% (n = 290,000);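 note: plate controls were vehicle with enzyme for no effect and no enzyme for full effect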
M17LAP inhibition: P. falciparum M17LAP inhibitors, primary screen, biochemical, fluorogenic H-Leu-NHMec substrate, 1536-well (AID 1619) | recombinant M17LAP, H-Leu-NHMec fluorogenic kinetic assay; higher % means a stronger effect | one-dose inhibition, % at 30 µM; IC50 in µM for titrated hits | actives 0.38% (n = 220,000);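 active = compound inhibiting the enzyme by more than half at any dose during confirmatory dose-response retesting; inconclusive = strong single-dose inhibitors picked by rank but not retested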;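 note: plate controls were full reaction with DMSO carrier for no effect and no enzyme background for full effect; strong numbers were not always called active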
M1AAP inhibition: malaria alanyl aminopeptidase activity blockers – biochemical, fluorogenic H-Leu-NHMec substrate, 1536-well (AID 1445); actives 0.42% (n = 220,000); inhibition, % at 30 µM; hits with a dose series show IC50 in µM; recombinant M1AAP, H-Leu-NHMec fluorogenic kinetic assay; higher % means a stronger effect;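 active = primary inhibition above the hit cutoff, then over 50% inhibition at one or more dose response concentrations, cut at about 23% in these data, passing the limit was not always enough; inconclusive = conflicting primary data, or primary hits not chosen for dose response; inactive = low primary inhibition, or under 50% at every dose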;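 note: plate controls were DMSO full reaction for no effect and no enzyme background for full effect; strong numbers were not always called active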
Dynein cargo inh: dynein cargo transport inhibition | 3617.4 mouse cells, GR-EGFP nuclear translocation imaging; test concentration mostly 20 µM; stimulated with dexamethasone, 1 µM; hits give low values | z-score, hits read low | actives 0.47% (n = 220,000);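 active = plate z-score of nuclear minus cytoplasmic receptor signal below a set negative limit, without overly bright fluorescence or cell loss, cut at about -3.5 in these data, passing the limit was not always enough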;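 note: z-score of nuclear minus cytoplasmic ring GR-EGFP intensity difference per well; some compounds called inactive have numbers as strong as hits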
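Medium: Induction medium lacking tetracycline, stripped serum | Probe or stimulus: 1.0 µM final dexamethasone stimulus | Schedule: 48 h induction, then 1 h compound, then 30 min agonist, 37 °C | Signal: Automated 10x imaging of fixed Hoechst-stained cells | Evaluation: Per-cell GR-EGFP intensity, nucleus versus surrounding cytoplasmic ring, well-averaged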
Dynein cargo inh cytoplasmic EGFP: also measured in Dynein cargo inh; calls as there; z-score; measured here: cytoplasmic GR-EGFP intensity; hits give high values
Dynein cargo inh nuclear GR-EGFP: further read-out of Dynein cargo inh, marked with its call; z-score; measured here: nuclear GR-EGFP intensity;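 lower value marks the stronger effect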
Dynein cargo inh cell count: second read-out of Dynein cargo inh, no call of its own (marks repeat the call); z-score; measured here: cell count per field
The depositor's hits bear a star; ? = inconclusive; · = no result given. Cut-off read from the data, not from the text of the source, unless noted: active = inhibition above about 50%; inactive = the rest.

SMILES | human PMI inhibition | Siah-1 displacement | XIAP antagonists | PMI inhibition | AID2073 | LYP inhibition | M17LAP inhibition | M1AAP inhibition | Dynein cargo inh | Dynein cargo inh cytoplasmic EGFP | Dynein cargo inh nuclear GR-EGFP | Dynein cargo inh cell count
CCOc1ccccc1N1CC(C(=O)Nc2ccccc2N2CCOCC2)CC1=O (stereo unspecified) | -4% | -4% | -3.8% | -3% | 18% | -7% | 3% | 4% | -0.29 | -0.2 | -0.024 | 0.55
COc1ccc(-n2ncc3c(NCC4CCCO4)ncnc32)cc1 (stereo unspecified) | 8% | 0% | -1.8% | 9% | 11% | -2% | 19% | 0% | -0.29 | -0.22 | -0.054 | 1
Cc1cccc(-n2c(CNC(=O)c3ccc(S(=O)(=O)N4CCCC4)cc3)n[nH]c2=S)c1 | 9% | 1% | -5.5% | 8% | -2% | -9% | -13% | 3% | -0.26 | -0.28 | 0.23 | -0.033
c1ccc(N/N=C(\Cc2nc3ccccc3[nH]2)c2ccccc2)cc1 | -77% | -7% | 0.2% | -195% | 0% | 6% | -5% | 2% | 1.5 | -0.24 | 0.76 | -1.3
CCCSc1nc2c(cnn2-c2ccc(F)cc2)c(=O)[nH]1 | 5% | 13% | -3.6% | 2% | 19% | -3% | 7% | 6% | -1.1 | -0.18 | -0.35 | 0.056
CC(=O)c1c(C)[nH]c(C(=O)OCC(=O)N2CCc3ccccc32)c1C | 0% | -6% | -6.5% | -9% | 20% | -5% | 6% | 7% | -0.32 | -0.27 | -0.085 | 0.74
Cc1cc(=O)oc2c(CN3CCN(C)CC3)c(O)c(Cl)cc12 | -8% | -2% | -6.2% | -26% | 18% | -52% | -464% | 34µM* | -0.65 | -0.2 | 0.032 | 0.34
COc1ccccc1N1CCN(CC(O)COc2ccc3c(c2)OCO3)CC1 (stereo unspecified) | -29% | -3% | -6.7% | -22% | 6% | -6% | 14% | 4% | -0.71 | -0.18 | -0.41 | 0.55
O=S(=O)(Nn1cnnc1)c1ccccc1 | -18% | 1% | -3.4% | -16% | 5% | -3% | 10% | 6% | -0.3 | -0.18 | -0.36 | -0.65
CCOc1cc(C)ccc1OCc1nnc(SCC(=O)c2cccc([N+](=O)[O-])c2)n1CC | -5% | 4% | -0.3% | 0% | -10% | -2% | -9% | 0% | -0.17 | -0.17 | 0.34 | -0.22
Cc1ccc2nc(-c3ccccc3)cc(C(=O)O)c2c1 | -17% | 2% | 0.9% | -6% | -3% | 1% | 24% | 8% | -0.32 | -0.22 | -0.044 | 0.64
CCS(=O)(=O)N1CCC(C(=O)NCCCN2CCN(c3ccccc3F)CC2)CC1 | -11% | 1% | -4.4% | -4% | 1% | -7% | 2% | 4% | -0.48 | -0.19 | -0.05 | -0.33
Cc1ccc(-n2c(Cc3cccn3C)nnc2SCC(=O)Nc2nnc(C)s2)cc1 | 9% | 5% | -3.9% | 2% | 5% | -6% | 35% | 8% | -1.4 | -0.083 | -0.59 | 1.1
COC(=O)CNC(=O)CCc1nnc(C2(c3ccc(Cl)cc3)CCC2)o1 | 4% | 13% | -7.7% | 0% | 19% | -6% | -2% | -1% | -0.1 | -0.33 | 0.027 | 0.61
C/C=C/C(=O)OCC(=O)Nc1cccc(S(=O)(=O)NC2=NCCCCC2)c1 | -5% | -2% | -3.9% | -3% | 4% | -10% | 4% | -1% | 0.22 | -0.35 | -0.42 | 0.88
COc1ccc(C)cc1N(C(=O)c1ccccc1F)c1nc2ccccc2s1 | 10% | -3% | -1.2% | 11% | 11% | 5% | 4% | 4% | 0.17 | -0.27 | 0.12 | 1.3
CCCN(CCC)C(=O)c1cc([N+](=O)[O-])cc2c1-c1ccc([N+](=O)[O-])cc1C2=C(C#N)C#N | · | -5% | · | · | 5% | -1% | 9% | 7% | -4.6* | 0.57* | -2.2* | 0.89*
CCCC(CCC)n1[nH]c(=O)c2c(C)cc(C)nc21 | -8% | 0% | 0.3% | 3% | -3% | -8% | -2% | 4% | 1.1 | -0.092 | 0.47 | -0.72
Nc1[nH]n(-c2ccccc2)c(=O)c1N=Nc1ccc2c(c1)OCO2 | · | -3% | · | · | 6% | 1% | 9% | 12% | 0.7 | -0.18 | 1.2 | -1.5
O=[N+]([O-])c1cccc(N=Cc2sc3ccccc3c2O)c1 | 13% | -2% | -16% | 19% | 23% | -5% | 0% | 6% | 0.016 | -0.22 | 0.23 | 0.1
COc1cc(C(=O)Nc2cc(-c3cn4cccnc4n3)ccc2C)cc(OC)c1OC | -3% | 9% | -2.9% | 7% | 23% | -28% | 11% | ? | -0.91 | -0.34 | -0.45 | 0.75
Cc1ccc(SCc2noc(C(=O)NCC3CCCO3)c2C(=O)O)cc1C (stereo unspecified) | 6% | 2% | -6.7% | -1% | -5% | -10% | 2% | -5% | -1.8 | -0.17 | -1.2 | 0.38
Cc1ccc(C(=O)CSc2nnc(COc3cccc4cccnc34)o2)cc1 | 6% | -8% | -3.1% | 4% | 5% | -8% | 11% | 3% | -0.46 | -0.15 | 0.12 | -0.74
CC1CN=C(N(C(=O)Nc2ccccc2)C(C)C)S1 (stereo unspecified) | 0% | -2% | 0.9% | 2% | -8% | -2% | -10% | -1% | 0.47 | 0.052 | 0.58 | -1.2
Cc1cc(-c2c(C)[nH]n(-c3ccccc3)c2=O)n(-c2ccccc2)n1 | 2% | 3% | -6.6% | 4% | 9% | -9% | 4% | 2% | -0.21 | -0.2 | -0.21 | 0.22
NC(=S)NNC(=O)Nc1cccc(Cl)c1 | 2% | 4% | 4.3% | 1% | 8% | -9% | 8% | -4% | -0.1 | -0.28 | 0.045 | 2.1
COc1ccc(N(CC(=O)Nc2cc([N+](=O)[O-])ccc2C)S(C)(=O)=O)cc1OC | · | 1% | · | · | 8% | 0% | 25% | 14% | 0.38 | -0.16 | 0.66 | -1
Cc1c(/N=C(\[O-])Nc2ccc(Br)cc2)sn[n+]1C | · | -3% | · | · | 4% | -3% | 4% | 2% | 2.1 | -0.14 | 0.83 | -1.5
Fc1ccccc1/C=N/Nc1ncnc2ccccc12 | -1% | 20% | -2.0% | -2% | 7% | 1% | 29% | 18% | -0.55 | -0.24 | -0.59 | 0.71
O=C(c1ccc(S(=O)(=O)N2CCCC2)cc1)N1CCC(CN2C(=O)c3cccc4cccc(c34)C2=O)CC1 | · | 5% | · | · | 22% | 4% | -1% | 7% | 3.1 | -0.23 | 1.3 | -1.9
O=C(CCS(=O)(=O)c1ccccc1)NCCS(=O)(=O)c1ccccc1 | -26% | 0% | -6.1% | -23% | 20% | -6% | 18% | 6% | -0.18 | -0.21 | -0.17 | 0.23
COc1cc(/C=C/C(=O)OCC(=O)NC(=O)NC(C)(C)C)ccc1OCC#N | 1% | 2% | -1.2% | 8% | 9% | 14% | -9% | 7% | -0.75 | -0.28 | -0.69 | 0.82
CCN(C(=O)CSc1nnc(-c2ccccc2)o1)c1c(N)n(Cc2ccccc2)c(=O)[nH]c1=O | -9% | 0% | -3.0% | -5% | -12% | -9% | 8% | -10% | 1.3 | -0.14 | 0.85 | -1.3
C=CCN(C(=O)CSC1=NC(=O)CN1C(C)=O)c1nc(C)c(-c2ccccc2)s1 | -8% | -14% | -11% | -7% | 16% | 10% | -5% | 14% | -2.8 | 0.54 | -1.1 | -0.47
O=C(Cn1nnc2ccccc2c1=O)NCc1ccc(Cl)cc1 | 14% | -4% | -7.2% | 14% | 4% | -4% | 5% | 8% | -0.14 | 0.16 | -0.04 | -0.86
COc1cc(/C=N/NC(=O)c2ccccn2)cc2c1OCO2 | 12% | -10% | -1.2% | 3% | 27% | -3% | 29% | 13% | -0.58 | -0.22 | -0.58 | 0.86
CC(=O)c1cc(CN2CCN(Cc3ccccc3)C(CCO)C2)cs1 (stereo unspecified) | 3% | 3% | -3.6% | -3% | -14% | -5% | -5% | 0% | -0.74 | -0.24 | -0.23 | 0.8
CC(C)CC(=O)Nc1ccc2c(c1)OCO2 | 7% | 3% | -0.1% | 6% | 6% | -5% | 2% | 4% | -0.49 | -0.29 | -0.28 | 0.05
CCCCC(=O)Nc1ccc(C(=O)Nc2ccc(OC)cc2[N+](=O)[O-])cc1 | 4% | 6% | 3.7% | -1% | 6% | 10% | 11% | 1% | -2 | -0.25 | -0.76 | 1.5
COc1ccc(C(=O)Nc2ccccc2Cc2ccccc2)c(OC)c1 | 14% | 5% | -7.1% | -4% | 39% | -2% | 1% | 3% | -0.015 | -0.27 | 0.27 | 0.33
CCOC(=O)Cn1nc(-c2ccccc2)ccc1=O | -5% | 2% | -4.8% | 3% | 8% | -4% | -9% | 0% | 0.15 | -0.21 | 0.34 | -0.48
COc1cccc(C2C(C(=O)c3sc(C)nc3C)=C(O)C(=O)N2CCN(C)C)c1OC (stereo unspecified) | -2% | 1% | -2.0% | -10% | 0% | -4% | · | · | · | · | · | ·
CCOC(=O)C1CCN(S(=O)(=O)c2c(C)[nH]c(=O)[nH]c2=O)CC1 | 1% | 5% | 0.6% | 13% | 9% | -4% | -12% | -7% | -0.42 | 0.099 | 0.22 | 0.29
O=C(CSc1nc2ccccc2[nH]1)N/N=C/C=C\c1ccccc1[N+](=O)[O-] | 11% | -5% | -4.0% | 5% | 2% | -7% | -1% | 6% | -0.51 | -0.17 | -0.39 | 0.45
COc1ccc(-c2ncc(CN3CCN(CCC(C)C)C(CCO)C3)cn2)cc1 (stereo unspecified) | 7% | 10% | -1.1% | -1% | 5% | -4% | -3% | 2% | 0.14 | 0.026 | 0.053 | -0.15

As a working copy, two of the compounds above:
SMILES | human PMI inhibition | Siah-1 displacement | XIAP antagonists | PMI inhibition | AID2073 | LYP inhibition | M17LAP inhibition | M1AAP inhibition | Dynein cargo inh | Dynein cargo inh cytoplasmic EGFP | Dynein cargo inh nuclear GR-EGFP | Dynein cargo inh cell count
CCOC(=O)Cn1nc(-c2ccccc2)ccc1=O | -5% | 2% | -4.8% | 3% | 8% | -4% | -9% | 0% | 0.15 | -0.21 | 0.34 | -0.48
COc1cccc(C2C(C(=O)c3sc(C)nc3C)=C(O)C(=O)N2CCN(C)C)c1OC (stereo unspecified) | -2% | 1% | -2.0% | -10% | 0% | -4% | · | · | · | · | · | ·

High-throughput results (PubChem)
